Bioassay records as filed in PubChem BioAssay.
RTF Ca sens inh: cardiac RTF calcium desensitization; IANBD-labeled cardiac RTF, Ca2+ fluorescence; inhibition, % at 7.15 µM; actives 0.12% (n = 340,000);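 active = inhibition above the mean inhibition of all tested compounds plus 3 SD, cut at about 17% in these data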;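 note: assay run at fixed EC70 calcium of 1.6 mM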
OPRM1-OPRD1 inv: mu-delta opioid heterodimer inverse agonism. P35372+P41143. cell-based MOR-DOR heterodimer luminescence. inhibition, % at 9.3 µM. actives 0.21% (n = 340,000); in the data active = inhibition above about 22%, passing the limit was not always enough;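 note: 0% = cells with DMSO and 100% = wells without cells with DMSO; values of inactives mirror those of a sister screen read the other way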
Target sequence (P35372 whole entry, looked up): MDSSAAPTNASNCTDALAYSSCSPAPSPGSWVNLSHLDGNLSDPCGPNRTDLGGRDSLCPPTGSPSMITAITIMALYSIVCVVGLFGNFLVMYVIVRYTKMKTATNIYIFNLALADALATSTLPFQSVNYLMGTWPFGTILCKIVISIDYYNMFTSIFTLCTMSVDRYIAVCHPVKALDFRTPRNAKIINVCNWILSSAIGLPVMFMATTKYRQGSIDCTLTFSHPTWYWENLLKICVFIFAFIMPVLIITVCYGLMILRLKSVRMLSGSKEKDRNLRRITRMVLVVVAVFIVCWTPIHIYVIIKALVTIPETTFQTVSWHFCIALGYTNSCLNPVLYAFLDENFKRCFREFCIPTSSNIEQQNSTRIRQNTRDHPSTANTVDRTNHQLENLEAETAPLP
Target sequence (P41143 whole entry, looked up): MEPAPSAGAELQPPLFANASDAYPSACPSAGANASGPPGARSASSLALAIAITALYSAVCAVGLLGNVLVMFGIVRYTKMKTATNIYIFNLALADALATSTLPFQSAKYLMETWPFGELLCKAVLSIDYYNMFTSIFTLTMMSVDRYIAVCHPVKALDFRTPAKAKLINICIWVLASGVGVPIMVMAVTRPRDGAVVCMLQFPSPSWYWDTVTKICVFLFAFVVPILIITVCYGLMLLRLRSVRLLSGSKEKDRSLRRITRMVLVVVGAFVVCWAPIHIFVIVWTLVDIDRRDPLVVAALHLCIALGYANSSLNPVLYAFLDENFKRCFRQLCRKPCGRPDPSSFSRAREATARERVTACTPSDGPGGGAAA
Arr AP2 block: inhibitors of human beta-arrestin and AP2 interaction | FITC-arrestin peptide / GST-AP2 beads, flow cytometry; AP2 beta2 appendage carries R879A mutation | inhibition, % at 10 µM | actives 0.31% (n = 340,000) | AID 504490;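 active = inhibition above a set limit, near 3 SD of compounds lacking own fluorescence, cut at about 54% in these data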;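 note: plate controls were DMSO wells for no effect and 5 µM unlabelled arrestin peptide for full effect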
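System: GST-tagged AP2 beta2-adaptin appendage (R879A) on 4 µm glutathione beads / Reagent: FITC-arrestin peptide, 50 nM / Detection: HyperCyt-sampled flow cytometry, FL1 channel, ex 488/em 535 nm / Timing: 12 min plus 1 h, RT / Buffer or medium: PBS plus Tween 20 (0.05%) and BSA (0.1%)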
V-ATPase pHluor: yeast V-ATPase proton transport regulation by pHLuorin. S. cerevisiae, pHLuorin cytosolic pH fluorescence. response, % at 10 µM. actives 0.37% (n = 350,000). AID 504577; in the data active = response mostly above about 7.3%, no sharp cut-off; inactive = mostly below about 5.4%; note: actives read high; inactives centre near 0; some compounds called inactive have numbers as strong as hits; reference of the scale not given here
OPRM1-OPRD1 ag: OPRM1-OPRD1 heterodimerization agonism | cells, luminescence | activation, % at 9.3 µM | actives 0.3% (n = 340,000) | AID 504326; in the data active = activation above about 18%;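 note: 0% = vehicle-treated cells and 100% = reference agonist; values of inactives mirror those of a sister screen read the other way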
Wnt act: activators of Wnt/beta-catenin signaling | Wnt/beta-catenin reporter cell assay, activator, plate reader | activation, % at 9.35 µM | actives 1.2% (n = 300,000); in the data active = activation above about 30%, passing the limit was not always enough; inconclusive = no clear call, values can overlap the other calls;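 note: 0% = neutral control wells and 100% = positive control wells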
Keap1-Nrf2 PPI: inhibitors of human Keap1-Nrf2 protein-protein interaction | Q14145 | Keap1 Kelch-Nrf2 peptide fluorescence polarization, 1536-well | inhibition, % at 9.4 µM | actives 0.15% (n = 340,000) | AID 504523; in the data active = inhibition above about 12%; inconclusive = no clear call, values can overlap the other calls; inactive = below about 7.3%;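 note: human Keap1 Kelch domain with fluorescein labeled Nrf2 9mer peptide probe; 0% = neutral control wells and 100% = peptide positive control; higher means more block of Keap1 binding to Nrf2 peptide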
C-LANA FP: inhibitors of KSHV LANA C-terminal domain DNA binding; MBP-C-LANA/FAM-LBS DNA binding, fluorescence polarization; inhibition, % at 9 µM; actives 0.078% (n = 340,000);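 active = highest replicate inhibition at or above 60% at 9 µM, even if other replicates fall short; inactive = all replicates below 60% inhibition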;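 note: 0% = neutral control wells and 100% = 4 µM acridine orange control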
DSG3 Ab inh: human desmoglein-3 autoantibody binding inhibition | P32926 | DSG3-coupled beads, scFv-anti-DSG3-GFP binding, flow cytometry; active compounds read low | binding (percent of control), % at 10 µM | actives 0.48% (n = 310,000);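 active = binding more than 3 SD below its plate's average and above zero; inconclusive = below that plate limit but binding exactly zero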;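 note: hits lower antibody fragment binding to DSG3; some compounds called inactive have numbers as strong as hits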
cardiac RTF act: increases calcium sensitivity of human cardiac regulated thin filaments; IANBD-labeled TnC RTF fluorescence at EC20 calcium; 0% EC20 calcium, 100% full calcium; activation, % at 7.2 µM; actives 0.24% (n = 340,000);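 active = activation above the mean over all tested compounds plus 3 SD, cut at about 30% in these data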;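 note: rise in fluorescence read as greater calcium sensitivity of cardiac thin filaments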
An asterisk follows results filed as active; ? = inconclusive; nt = not tested or not shown. Random draw from the library. About 3.1% of those tested had a hit in this group.

SMILES	RTF Ca sens inh	OPRM1-OPRD1 inv	Arr AP2 block	V-ATPase pHluor	OPRM1-OPRD1 ag	Wnt act	Keap1-Nrf2 PPI	C-LANA FP	DSG3 Ab inh	cardiac RTF act
CCOC(=O)c1noc(C)c1C(=O)Nc1nccs1	-3	10	17	-3	-2.1	0	-3	0.2	104	2
COc1ccc(CCNC(=O)C(=O)Nc2nccs2)cc1OC	-8	10	-4	3	-1.6	-3	3	0.9	97	10
COc1ccc(OC)c(Cc2nnc(CCC(=O)N3CCN(C4CCCC4)CC3)o2)c1	0	5	8	-1	-0.8	17	-7	0.7	nt	-3
O=C(CSc1nccc2ccccc12)N1CCN(c2ccccn2)CC1	-12	7	14	-4	-1.2	1	?	-0.1	100	-3
CC(C)n1c(C(O)c2ccccc2)nc2ccccc21 (centres undefined)	10	-3	4	2	0.5	nt	2	-0.5	99	3
CC1(C)CC(=O)C=C(NCc2ccc(C(=O)O)cc2)C1	-10	6	3	7	-1.1	-1	-2	-0.7	89	2
COc1ccc(-c2ccc(S(=O)(=O)N3CCOCC3)cc2)cc1	1	-17	7	-3	3.1	0	1	-0.9	98	0
COc1ccc(-c2nc(CS(=O)CC(=O)NC3CCCCC3)c(C)o2)cc1OC (centres undefined)	-6	18	-14	-3	-3.6	nt	-4	-0.8	104	-2
O=c1[nH]c(CN2CCN(c3ccccc3O)CC2)nc2scc(-c3ccccc3Cl)c12	-2	-7	22	-4	1.4	-4	-6	-0.5	101	0
CCCCn1c(N)c(N(CCC(C)C)C(=O)c2ccc(C)o2)c(=O)[nH]c1=O	0	15	16	-2	-3.8	-4	0	-0.6	nt	-5
Cc1ccc(-c2noc(CN3C(C)CCCC3C)n2)cc1 (centres undefined)	-8	-13	3	7	2.3	-2	-8	-2.1	105	4
N=c1c2c(-c3ccccc3)c(-c3ccccc3)n(Cc3ccco3)c2ncn1CCO	2	12	13	-3	-2.1	-6	-4	-1.6	86	-4
COc1ccc(C(=O)/C=C2\NCC3c4ccccc4CCN3C2=O)cc1 (centres undefined)	12	-8	24	-7	1.4	2	-2	0.5	106	4
O=C1CSC(=S)N1c1cccc(Br)c1	-5	10	4	-2	-2.1	-1	-3	-2.9	118	0
COc1cc(C)nc(OCCNS(=O)(=O)c2cc(C)ccc2C)n1	4	1	27	-5	-0.1	nt	2	-2.2	90	-7
CSc1nc(NCc2ccco2)c2sc3nc(C(C)C)c4c(c3c2n1)CC(C)(C)OC4	-3	12	10	-4	-2.4	nt	-2	-1.1	96	1
CCN1CCN(c2cc3c(nn2)Oc2ccccc2N3C)CC1	3	-1	5	9	0.3	nt	-3	1.9	110	7
Cn1nc(C(C)(C)C)c([N+](=O)[O-])c1C(=O)NC(C)(C)C	2	-1	5	-9	0.2	-6	2	-0.5	115	-6
COc1ccc(-c2nn(-c3ccccc3)cc2C(=O)NC(=S)N2CCOCC2)cc1OC	-7	12	-26	-2	-2.9	12	-3	-1.3	101	0
Cc1ccc(S(=O)(=O)NCCN2CCNC2=O)cc1	-1	5	-12	-1	-1.0	5	3	-0.4	nt	0
COC(=O)N[C@H](CC(C)=O)c1cccc(C(F)(F)F)c1	-11	11	43	-1	-1.9	-2	-2	0.6	104	7
Cc1nn(-c2ccccc2)c(NC(=O)C(C)C)c(-c2ccccc2)c1=O	nt	nt	2	-5	nt	14	nt	nt	103	nt
Cn1nc(-c2ccccc2)cc1NS(=O)(=O)c1ccccc1	1	13	-9	1	-2.4	2	-4	-0.2	116	-1
COCCC1CCCCN1C(=O)c1ccc(OC)c(OC2CCN(C(C)=O)CC2)c1 (centres undefined)	2	10	-13	-2	-1.8	1	-6	3.1	nt	-3
COC(=O)NNC(=O)/C=C/c1ccccc1	-16	8	5	2	-1.6	4	-4	1.4	103	4

Reprinted at random: 4 compounds from above.
SMILES	RTF Ca sens inh	OPRM1-OPRD1 inv	Arr AP2 block	V-ATPase pHluor	OPRM1-OPRD1 ag	Wnt act	Keap1-Nrf2 PPI	C-LANA FP	DSG3 Ab inh	cardiac RTF act
N=c1c2c(-c3ccccc3)c(-c3ccccc3)n(Cc3ccco3)c2ncn1CCO	2	12	13	-3	-2.1	-6	-4	-1.6	86	-4
CSc1nc(NCc2ccco2)c2sc3nc(C(C)C)c4c(c3c2n1)CC(C)(C)OC4	-3	12	10	-4	-2.4	nt	-2	-1.1	96	1
Cc1ccc(S(=O)(=O)NCCN2CCNC2=O)cc1	-1	5	-12	-1	-1.0	5	3	-0.4	nt	0
Cn1nc(-c2ccccc2)cc1NS(=O)(=O)c1ccccc1	1	13	-9	1	-2.4	2	-4	-0.2	116	-1

Following part:
SMILES	RTF Ca sens inh	OPRM1-OPRD1 inv	Arr AP2 block	V-ATPase pHluor	OPRM1-OPRD1 ag	Wnt act	Keap1-Nrf2 PPI	C-LANA FP	DSG3 Ab inh	cardiac RTF act
CCOc1ccccc1CN1CCNC(=O)C1CC(=O)NCCN1CCOC1=O (centres undefined)	-1	5	7	2	-0.9	0	-7	1.8	98	3
COc1ccc(CCNC(=O)C(C)Sc2ccc(C)cc2)cc1OC (centres undefined)	5	3	-4	3	-0.4	-5	0	1.7	100	-4
CC1(C)Oc2ccc3ccc(=O)oc3c2/C(=N/O)C1=O	-7	6	2	-2	-1.2	-1	-5	-1.6	99	4
CCOC(=O)N1CCN(c2ccc([N+](=O)[O-])cc2)CC1	-2	3	nt	-1	-0.5	nt	-4	-0.8	99	0
CCC/C(C#Cc1cc(OC)cc(OC)c1)=C1/c2ccccc2C(=O)N1c1ccccc1	-5	14	4	-1	-2.6	3	-4	1.1	nt	8
CCC1CCCCN1CCCNC(=O)Cn1ncc2c([nH]c3ccc(C)cc32)c1=O (centres undefined)	-12	6	-4	0	-1.2	nt	-5	-1.7	nt	-5
O=c1n(Cc2ccccc2F)c2ccccc2n1Cc1ccccc1F	-17	-1	-2	-2	0.1	nt	0	1.2	112	3
Cc1cc(=O)[nH]c2c1c(C)nn2C1CCCC1	0	19	2	0	-3.5	2	0	-0.9	94	-4
O=C(NCc1ccc(F)cc1)C(c1ccccc1)N(CC1CCCO1)C(=O)Cn1nnc2ccccc21 (centres undefined)	-12	22	-4	0	-3.5	nt	3	0.4	nt	-4
Cc1c(C(=O)NNC(=O)c2csc(N3CCOCC3)n2)cccc1[N+](=O)[O-]	8	12	-4	-3	-3.0	-3	3	0.2	99	0
CC(C)(C)N(Cc1ccccc1)C(=O)COC(=O)c1cccc([N+](=O)[O-])c1	-10	-15	11	0	3.1	-1	-2	0.0	111	1
CCCCOc1ccc(Cl)cc1CSc1n[nH]c(C)n1	-3	5	-1	1	-1.0	nt	-1	0.7	104	-5
O=C(CN1CCN(S(=O)(=O)c2ccc(Br)cc2)CC1)c1ccc(O)c(O)c1	-1	13	1	-4	-2.6	-1	-1	4.5	100	8
Cc1c(C(=O)O)c(C(=O)O)c2n1CCS2	-9	11	-3	6	-2.0	10	-7	-1.3	116	14
CC(C)Oc1ccc(CCN=C(N)N=C(N)N)cc1Cl	-11	-12	-12	3	2.3	-2	1	1.8	105	0
O=S(=O)(NCCSc1ccc(Cl)cc1)c1ccc2c(c1)OCCO2	6	8	6	-2	-1.4	1	-4	0.7	nt	-4
CS(=O)(=O)c1ccc(NC(=O)C2CC(=O)N(c3ccc4c(c3)OCCO4)C2)cc1 (centres undefined)	1	10	1	-5	-1.8	-1	3	-1.0	101	-4
COc1cccc(C(=O)Oc2cc(C)[nH]c(=O)c2[N+](=O)[O-])c1	-1	12	2	1	-1.7	-1	-7	0.1	97	6
COc1cccc(NC(=O)CN(C)C(=O)CCc2nc3sc4c(c3c(=O)[nH]2)CCCC4)c1	6	24	19	4	-4.4	0	-8	-0.3	100	-3
COc1ccccc1-c1nnc(SCC(=O)N2CCOCC2)o1	-4	10	-4	1	-2.0	6	-2	-1.6	108	10
CCC(=O)N(C)CCc1cc2c(c(OC)c1/C=N/NC(=O)c1ccc(Br)cc1)OCO2	-8	-13	-4	1	2.9	nt	-3	-0.2	97	19
COc1ccc(OC)c(S(=O)(=O)N2CCC(C(=O)NCc3ccccc3)CC2)c1	4	2	28	3	-0.4	-4	3	0.0	nt	12
Cc1cc(C)c2oc(C(=O)Nc3ccc(S(=O)(=O)Nc4nccs4)cc3)cc(=O)c2c1	-4	16	8	1	-3.1	11	2	0.1	92	-2
O=C(CCCNC(=O)c1ccc(Cl)cc1)Nc1ncccc1O	-3	-7	12	3	1.4	4	-1	0.9	nt	1
C=CCNc1cnn(-c2ccccc2)c(=O)c1Cl	-17	-6	12	6	0.9	12	2	-1.7	104	7

(further entries)
SMILES	RTF Ca sens inh	OPRM1-OPRD1 inv	Arr AP2 block	V-ATPase pHluor	OPRM1-OPRD1 ag	Wnt act	Keap1-Nrf2 PPI	C-LANA FP	DSG3 Ab inh	cardiac RTF act
O=C1c2ccccc2C(=O)N1CCCCN(C(=O)c1ccc(Cl)s1)c1ccc(Cl)cc1	-3	6	10	3	-1.2	-1	-2	0.7	129	1
CCC(=O)NC(NC(=S)Nc1ccc(S(N)(=O)=O)cc1)C(Cl)(Cl)Cl (centres undefined)	-1	19	2	1	-3.5	-3	-2	1.4	110	4
O=C(Nc1ccc(CN2CCCCC2)cc1)c1ccc2c(c1)OCO2	-7	15	1	4	-2.9	-1	-4	0.0	96	0
O=C(CCn1ccc2cc(S(=O)(=O)N3CCCC3)ccc21)NCCc1ccccc1	1	18	9	2	-3.4	0	-4	0.0	nt	-5
Cc1c(CCC(=O)O)c(=O)oc2cc(OCc3cccc(Cl)c3)ccc12	-4	-1	7	-9	0.2	1	7	-5.7	84	-6
CCCC(=O)Nc1cccc(Oc2ccc3c(c2)C(=O)NC3=O)c1	-3	7	-15	-1	-1.4	0	-4	-0.6	103	0
C=C(Br)Cn1c(CCCC)nc2ccccc21	7	3	-4	-2	-0.5	-6	-2	1.8	nt	8
Cc1[nH]ncc1-c1ccccc1Cl	-6	13	2	4	-2.5	5	-2	-3.2	109	-2
COC(=O)c1oc2ccccc2c1N	-9	13	1	-2	-2.5	-3	-7	-0.3	103	2
CCCSC1=C(C#N)C(c2cccs2)C(C(=O)Nc2ccccc2)=C(C)N1 (centres undefined)	-8	-22	11	1	4.0	nt	-3	-2.3	102	-5
Nc1nc2ncc(C(=O)c3cc(F)ccc3O)cc2s1	3	24	4	0	-4.6	6	-1	0.9	102	-4
O=C(COC(=O)/C=C/c1ccc(C(F)(F)F)cc1)NCC1CCCO1 (centres undefined)	-2	-4	25	0	0.6	-1	-1	2.0	19	-10
COc1ccc(NC(=O)/C(C#N)=C\c2ccc(OCc3ccc(C(=O)O)cc3)c(OC)c2)cc1	0	0	4	3	0.0	-2	-3	0.7	82	2
CCOC(=O)C1CCN(C(=O)C(CCSC)NC(=O)c2ccccc2OC)CC1 (centres undefined)	0	6	8	3	-1.7	1	2	-1.6	96	1
CCOC(=O)CCC(=O)NCc1ccc2c(c1)cc(C)n2C	-27	-2	7	-1	0.3	-2	-1	1.4	99	16
COc1ccc(O)c(C(=O)c2cnn(-c3ccc(Cl)cc3)c2)c1	1	-12	-7	-1	1.9	12	2	-2.0	92	-4
